D1 antag: antagonists of human D1 dopamine receptor | HEK293 TREx D1 cells, calcium flux, dopamine EC80; stronger effect = lower value | activity change, negative = inhibition, % at 10 µM | 3.2% of 360,000 active; in the data active = activity change below about -30%; also: % is scaled to controls: 0 for no effect and ±100 for the full control effect
Target sequence (P21728 whole entry, looked up): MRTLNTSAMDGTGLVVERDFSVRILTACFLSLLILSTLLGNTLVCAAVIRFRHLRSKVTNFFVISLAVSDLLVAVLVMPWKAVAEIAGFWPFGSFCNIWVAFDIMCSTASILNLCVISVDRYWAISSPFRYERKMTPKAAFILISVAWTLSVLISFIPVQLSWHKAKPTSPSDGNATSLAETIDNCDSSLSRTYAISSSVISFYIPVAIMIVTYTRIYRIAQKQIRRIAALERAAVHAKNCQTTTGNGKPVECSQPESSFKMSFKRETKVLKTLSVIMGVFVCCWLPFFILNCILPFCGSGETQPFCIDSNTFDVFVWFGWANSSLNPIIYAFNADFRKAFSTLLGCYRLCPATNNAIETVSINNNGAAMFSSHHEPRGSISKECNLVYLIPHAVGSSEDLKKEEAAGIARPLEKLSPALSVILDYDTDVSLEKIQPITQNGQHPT
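Tetracycline-induced HEK293 Trex D1 cells, force-coupled to calcium, dye-loaded; compounds added and read 180 s, then EC80 dopamine added and calcium flux tracked kinetically another 180 s.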
D2 antagonist: antagonists of human D2 dopamine receptor. P14416. HEK293 TREx D2 cells, calcium flux, dopamine EC80. 2% of 340,000 active. inhibition, % at 10 µM; in the data active = inhibition above about 30%; also: 0% is about no effect
Target sequence (P14416 whole entry, looked up): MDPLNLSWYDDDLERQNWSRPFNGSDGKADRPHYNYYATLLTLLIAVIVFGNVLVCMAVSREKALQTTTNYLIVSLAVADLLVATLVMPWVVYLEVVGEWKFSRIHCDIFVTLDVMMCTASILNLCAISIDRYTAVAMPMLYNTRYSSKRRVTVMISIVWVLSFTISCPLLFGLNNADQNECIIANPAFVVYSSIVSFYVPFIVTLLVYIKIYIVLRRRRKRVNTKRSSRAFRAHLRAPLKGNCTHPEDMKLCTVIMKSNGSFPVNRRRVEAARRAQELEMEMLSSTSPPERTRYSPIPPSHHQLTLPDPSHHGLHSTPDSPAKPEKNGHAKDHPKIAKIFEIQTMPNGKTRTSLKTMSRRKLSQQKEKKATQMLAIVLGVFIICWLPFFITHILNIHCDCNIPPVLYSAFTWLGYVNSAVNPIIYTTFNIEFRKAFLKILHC
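Dopamine at EC80 is the agonist stimulus; test compounds precede it by 180 s. Calcium flux read kinetically in a force-coupled, inducible HEK293 T-REx D2 cell line.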
TRHR agonist: agonists of human TRH receptor; P34981; activation, % at 2 µM; TRHR cells, calcium flux fluo-8, FDSS agonist mode; AID 493084; 0.18% of 360,000 active; also: 0% is about no effect
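TRHR-expressing cells loaded with fluo-8 calcium dye; 23 nL library compound pin-transferred, kinetic FDSS fluorescence (Ex 480/Em 530) recorded about 180 s for agonist-induced calcium release, before a 10 nM TRH EC20 addition for potentiator mode.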
D2 potentiator: D2 dopamine receptor (human) potentiation; P14416; HEK293 T-REx D2, calcium flux, EC20 dopamine potentiation; potentiation, % at 10 µM; 0.34% of 340,000 active;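 active = potentiation over 3 SD above the plate norm, cut at about 30% in these data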; also: 0% is about no effect
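Tetracycline-induced Hek293 Trex D2 cells, force-coupled to calcium, loaded with no-wash calcium dye. Compound added with 180 s kinetic read for agonism, then EC20 dopamine and a further 180 s read for potentiation.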
D2 agonist: D2 dopamine receptor (human) agonism; HEK293 T-REx D2 cells, calcium flux agonist mode; activation, % at 2 µM; 0.53% of 340,000 active; AID 485358;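 active = activation over 3 SD above normal in the single-dose calcium agonist read, cut at about 30% in these data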; also: 0% is about no effect
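Tetracycline-induced HEK293 T-REx cells with force-coupled D2 receptor, plated overnight at 30 C, loaded with no-wash calcium dye. After a 10 s baseline, compound was pin-added and calcium flux read kinetically for 180 s; calcium rises flagged agonists.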
TRHR enhancer: allosteric enhancers of human TRH receptor. AID 493056. enhancement, % at 2 µM. 0.66% of 360,000 active. P34981. TRHR cells, fluo-8 calcium fluorescence, EC20 TRH enhancement; in the data active = enhancement above about 30%; also: 0% is about no effect
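Enhancer read-out: after compound pinning and an initial kinetic agonist-mode read, an EC20 of TRH (10 nM final) was injected and fluo-8 calcium signal (Ex 480/Em 530) followed at 1 s/cycle for 100 cycles in TRHR-expressing cells.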
D1 ag: activates the human D1 dopamine receptor; P21728; HEK293 T-REx D1 cells, calcium flux, agonist mode; activation, % at 2 µM; 1% of 360,000 active; AID 504660; also: 0% is about no effect
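Tetracycline-induced HEK293 TREx D1 cells, force-coupled to calcium signalling, were dye-loaded with a no-wash calcium kit. Compound was pin-added after a 10 s baseline. Fluorescence was read kinetically at 1 cycle/s for 180 s, with calcium rises flagged as agonism.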
D1 PAM: enhances dopamine response at the human D1 receptor; 0.036% of 360,000 active; HEK293 TREx D1 cells, calcium flux, dopamine EC20 potentiation; P21728; potentiation, % at 10 µM; in the data active = potentiation above about 30%; also: 0% is about no effect
RXFP1 antagonist: RXFP1 (human) relaxin receptor antagonism. Q9HBX9. HEK293-RXFP1, relaxin-stimulated cAMP HTRF, 30 min; stronger effect = lower value. activity change, negative = inhibition, % at 57.5 µM. 0.59% of 350,000 active;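 active = activity change of -60% or lower, but not beyond a set lower limit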; also: % is scaled to controls: 0 for no effect and ±100 for the full control effect
An asterisk follows results filed as active; · = not tested or not shown; & = joins results of further samples. Rule as the data show it, unless noted: active = activation above about 30%; inactive = the rest.

SMILES	D1 antag	D2 antagonist	TRHR agonist	D2 potentiator	D2 agonist	TRHR enhancer	D1 ag	D1 PAM	RXFP1 antagonist
COc1ccc(C=NCC2OCCc3ccccc32)cc1OC (stereo not drawn)	-17	-4	0.3	-23	47*	10	1	-1	-2
Cc1ccccc1NC(=O)CCOc1ccccc1	-5&-9	0	-0.8&-0.1	7&-5	-0.5	-3&-4	3&2	7&-1	17&-16
NC(=O)c1ccc(NC(=O)CSc2nnc(C3CCCCC3)n2N)cc1	12	0	0.0	-5	-0.1	-8	2	2	0
COc1ccc(CNC(=O)CSCc2cnn(-c3ccccc3)c2-n2cccc2)cc1	5	-2	0.8	-6	-1.2	-7	7	-4	-8
Cc1ccc(Sc2ccncc2S(N)(=O)=O)cc1	1	-7	0.2	6	0.5	-2	2	-7	0
CC(C)c1cc(C(=O)N2CCCC(CCC(=O)NCc3ccccc3F)C2)n(C)n1 (stereo not drawn)	-13	-7	0.0	1	-0.3	0	5	-1	-7
Cc1cc(C(=O)OCC(=O)Nc2cc(S(=O)(=O)N3CCOCC3)ccc2Cl)c(C)o1	-1	0	0.0	18	0.1	-2	0	1	8
CCOC(=O)N1CCC(NC(=O)c2cnn3ccccc23)CC1	-6	-35	0.5	9	-0.7	0	1	-4	·
CCC(C)Sc1nc(C)nc2c1c(=O)n(C)c(=O)n2C (stereo not drawn)	-4	3	-0.3	3	-0.1	-4	-1	·	9
COc1ccc(-c2csc3ncn(CC(=O)N4CCOCC4)c(=O)c23)cc1	10	-3	0.4	0	0.4	-2	0	8	-7
CCn1c(COc2cccc(OC)c2)nnc1SCC(=O)NCC1CCCO1 (stereo not drawn)	0	-18	2.4	20	0.4	27	1	-7	0
CCN(CC)c1ccc(N2C(=NC(=O)C3CCCO3)SC3CS(=O)(=O)CC32)cc1 (stereo not drawn)	-7	-28	0.5	0	-0.3	5	1	7	-4
Cc1ccc(CNC(=O)CN(C(=O)C2(C)CC(=O)N=C3C=CC=CN32)c2ccccc2F)cc1 (stereo not drawn)	-12	3	1.0	-6	0.6	-8	2	-1	-3
CCc1cc2c(cc3c(=O)n(CC(=O)N4CCN(C)CC4)ncn32)s1	-4	-2	-0.8	12	0.8	17	1	0	2
COc1ccc(CN(C(=S)Nc2ccccc2)C2CC(=O)N(c3ccc(Cl)cc3)C2=O)cc1 (stereo not drawn)	-3	6	0.7	4	0.2	5	4	-3	-17
O=C1CC(c2ccco2)Cc2c1cnn2-c1nc2ccccc2s1 (stereo not drawn)	3	-11	0.0	4	-0.4	0	2	-5	4
O=C(Nc1ccc(F)cc1)C1CCCN(S(=O)(=O)c2ccc(-n3cnnn3)cc2)C1 (stereo not drawn)	-6	6	2.0	-2	0.8	-2	6	·	4
O=C(Nc1nnc(Cc2ccccc2)s1)c1cccnc1	6	-13	-0.4	0	0.2	5	2	0	-10
Cn1nnc2cc(C(=O)Nc3ccc(Cl)cc3)ccc21	-10	12	-0.5	-23	-0.4	2	6	-2	-9
Cc1ccc(C(C(=O)NC2CCCCC2)N(C(=O)c2csnn2)C2CC2)cc1 (stereo not drawn)	-2	-2	-0.5	-6	0.3	11	1	-4	-8
COc1ccccc1OC(C)C(=O)NNC(=S)NC1CCCC1 (stereo not drawn)	2	-13	0.0	10	0.2	4	2	-1	-10
Nc1c2c(nc3ccc(Br)cc13)N(C1CCCCC1)CC2	-30	74*	1.0	-21	-0.1	4	5	-15	·
CC1(C(=O)O)CCC(C(N)=O)C1(C)C (stereo not drawn)	5	-16	3.5	-9	0.5	1	2	-13	-8
CC(C)Cn1cnc2c1c(=O)n(CC(=O)O)c(=O)n2Cc1ccccc1	7	8	0.3	5	-0.1	3	3	2	2
Cn1c(=O)c(=O)n(C)c2cc(S(=O)(=O)CCC(=O)N3CCCCC3)ccc21	-6	-18	0.5	9	1.6	-1	6	-14	-6
CCCCNC(=O)c1cc(Sc2ccc(OCC)cc2)nc2ccccc12	0	·	1.2	7	0.4	2	9	1	-12
Cc1ccc(C(=O)Nc2ccc3c(c2)C(=O)NC3=O)cc1	3	17	-0.4	-3	-0.3	-5	0	0	·
Cc1cccc(CSc2nnc3[nH]c(=O)cc(-c4ccccc4)n23)c1	·	·	0.0	3	0.5	19	-4	0	-7
CCO[C@@H]1OC(C(=O)Nc2ccccc2)=C[C@H](c2ccccc2)[C@H]1CCCO	-5	-8	0.4	5	0.1	5	-3	-2	·
Cc1ccc2[nH]c(=O)c(CC(=O)O)c(-c3ccccc3)c2c1	-21	13	1.0	-2	-0.6	-1	0	-3	3

An excerpt of these results, with two lines to a compound.
Results follow in this order: D1 antag	D2 antagonist	TRHR agonist	D2 potentiator	D2 agonist	TRHR enhancer	D1 ag	D1 PAM	RXFP1 antagonist
CCc1cc2c(cc3c(=O)n(CC(=O)N4CCN(C)CC4)ncn32)s1
 : -4	-2	-0.8	12	0.8	17	1	0	2
COc1ccc(CN(C(=S)Nc2ccccc2)C2CC(=O)N(c3ccc(Cl)cc3)C2=O)cc1 (stereo not drawn)
 : -3	6	0.7	4	0.2	5	4	-3	-17
O=C1CC(c2ccco2)Cc2c1cnn2-c1nc2ccccc2s1 (stereo not drawn)
 : 3	-11	0.0	4	-0.4	0	2	-5	4
O=C(Nc1ccc(F)cc1)C1CCCN(S(=O)(=O)c2ccc(-n3cnnn3)cc2)C1 (stereo not drawn)
 : -6	6	2.0	-2	0.8	-2	6	·	4
O=C(Nc1nnc(Cc2ccccc2)s1)c1cccnc1
 : 6	-13	-0.4	0	0.2	5	2	0	-10
Cn1nnc2cc(C(=O)Nc3ccc(Cl)cc3)ccc21
 : -10	12	-0.5	-23	-0.4	2	6	-2	-9
Cc1ccc(C(C(=O)NC2CCCCC2)N(C(=O)c2csnn2)C2CC2)cc1 (stereo not drawn)
 : -2	-2	-0.5	-6	0.3	11	1	-4	-8
COc1ccccc1OC(C)C(=O)NNC(=S)NC1CCCC1 (stereo not drawn)
 : 2	-13	0.0	10	0.2	4	2	-1	-10
Nc1c2c(nc3ccc(Br)cc13)N(C1CCCCC1)CC2
 : -30	74*	1.0	-21	-0.1	4	5	-15	·
CC1(C(=O)O)CCC(C(N)=O)C1(C)C (stereo not drawn)
 : 5	-16	3.5	-9	0.5	1	2	-13	-8
CC(C)Cn1cnc2c1c(=O)n(CC(=O)O)c(=O)n2Cc1ccccc1
 : 7	8	0.3	5	-0.1	3	3	2	2
Cn1c(=O)c(=O)n(C)c2cc(S(=O)(=O)CCC(=O)N3CCCCC3)ccc21
 : -6	-18	0.5	9	1.6	-1	6	-14	-6
CCCCNC(=O)c1cc(Sc2ccc(OCC)cc2)nc2ccccc12
 : 0	·	1.2	7	0.4	2	9	1	-12
Cc1ccc(C(=O)Nc2ccc3c(c2)C(=O)NC3=O)cc1
 : 3	17	-0.4	-3	-0.3	-5	0	0	·
Cc1cccc(CSc2nnc3[nH]c(=O)cc(-c4ccccc4)n23)c1
 : ·	·	0.0	3	0.5	19	-4	0	-7
CCO[C@@H]1OC(C(=O)Nc2ccccc2)=C[C@H](c2ccccc2)[C@H]1CCCO
 : -5	-8	0.4	5	0.1	5	-3	-2	·

(next part)
SMILES	D1 antag	D2 antagonist	TRHR agonist	D2 potentiator	D2 agonist	TRHR enhancer	D1 ag	D1 PAM	RXFP1 antagonist
O=C(CSc1ccc(Br)cc1)Nc1ccccc1N1CCOCC1	7	-6	-0.1	0	-0.4	-5	5	-2	6
COc1ccc(-c2noc(CN(C)C(=O)c3ccc4c(c3)OCO4)n2)cc1	-3	1	-1.7	5	1.0	-1	10	·	8
CCn1cc(C(=O)NCCc2ccccc2)c(=O)c2cc(F)c(N3CCN(C)CC3)cc21	0	·	2.4	·	·	6	3	-3	-1
COc1ccc(C(OC(=O)c2c(C)noc2C)C(=O)NC2CCCC2)cc1 (stereo not drawn)	0	16	-0.8	19	-0.5	25	2	-1	8
C=CCNc1nc(NCC)nc(N2CCOCC2)n1	-9	13	0.4	-1	0.7	-2	1	-10	2
O=C(c1ccccc1)c1ccc(Oc2ccc(C(=O)O)c(C(=O)O)c2)cc1	0	-14	-0.3	-8	0.2	-4	1	12	8
CN(C)S(=O)(=O)c1ccc(NC(=O)Cn2ccsc2=N)cc1	8	7	0.4	-20	1.3	2	3	-1	2
Cc1c(-n2c(SCC(N)=O)nc3ccccc3c2=O)c(=O)n(-c2ccccc2)n1C	-6	1	0.6	8	1.1	-1	2	-1	-28
CS(=O)(=O)Nc1ccccc1C(=O)NC1CC2CCC1C2 (stereo not drawn)	-6	·	0.2	·	·	0	3	-2	5
CN(C)C(=O)c1ccc(N/C=C(\C=O)c2nc3ccccc3o2)cc1	-10	-20	0.2	-2	1.0	3	1	-3	16
Cc1cc(C)c2nc(-c3ccccn3)cc(C(=O)Nc3ccc(S(=O)(=O)Nc4onc(C)c4C)cc3)c2c1	-11	-8	-0.2	-6	0.0	2	0	-4	-11
Cc1[nH]c(C)c(S(=O)(=O)N2CCC(C)CC2)c1C(=O)N1CCCC1	1	-5	0.2	-6	0.7	0	4	-2	9
COc1cccc(NC(=O)CCCn2c(=S)[nH]c3ccccc3c2=O)c1	-26	3	-1.3	21	-0.2	4	3	-3	-10
CC(=O)CSc1nnc(Cc2ccc3c(c2)OCO3)o1	-1	6	0.3	9	0.4	4	-1	-4	-10
CCOC(=O)CSc1nnc(Cc2ccc(OC)cc2)n1-c1ccccc1	2	2	-0.7	-2	-0.3	1	7	-3	-18
O=c1ccsn1Cc1ccccc1	7	10	2.7	4	0.7	12	3	2	·
Cc1ccnc2nc(C(=O)Nc3nc(-c4ccccn4)cs3)nn12	7	-11	0.1	1	1.0	0	1	-8	11
CCCn1c(OC)nc2c1c(=O)n(C)c(=O)n2C	10	6	0.1	1	-0.1	-4	2	-10	·
COc1cc(NS(=O)(=O)c2cc(Br)cc3c2N(C(C)=O)C(C)C3)cc(OC)c1 (stereo not drawn)	3	·	-0.1	20	0.9	12	0	0	-27
O=C(Nc1ccc(S(=O)(=O)N2CCCCC2)cc1)C1CCCN(C(=O)c2ccc(Cl)cc2)C1 (stereo not drawn)	12	-13	-1.1	-3	-1.1	3	10	5	-21
CC(=O)Nc1ccc(NC(=O)C2CCCN2S(=O)(=O)c2cccc(C(F)(F)F)c2)cc1 (stereo not drawn)	11	-1	-0.1	-2	0.3	5	2	1	-3
CCc1ccccc1Nc1nc2ccccc2c2nncn12	4	·	-0.2	-2	-0.2	-3	4	-1	-13
